GalR3 antagonist: GalR3 antagonists in HEK293 cells, primary screen, cell-based, fluorescence readout; HEK293 GalR3-CNG cAMP membrane potential fluorescence; galR3 body fused to GalR1 C-terminus; inhibition, % at 3 µM; actives 0.44% (n = 360,000);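 active = inhibition above the screen-wide average plus 3 SD, cut at about 13% in these data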;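 note: forskolin and galanin both at EC90 stimulate the cells; cAMP rise reported by CNG channel membrane potential dye signal; 0% = forskolin plus galanin with DMSO and 100% = forskolin alone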
Target sequence (O60755 1-299 limits assumed): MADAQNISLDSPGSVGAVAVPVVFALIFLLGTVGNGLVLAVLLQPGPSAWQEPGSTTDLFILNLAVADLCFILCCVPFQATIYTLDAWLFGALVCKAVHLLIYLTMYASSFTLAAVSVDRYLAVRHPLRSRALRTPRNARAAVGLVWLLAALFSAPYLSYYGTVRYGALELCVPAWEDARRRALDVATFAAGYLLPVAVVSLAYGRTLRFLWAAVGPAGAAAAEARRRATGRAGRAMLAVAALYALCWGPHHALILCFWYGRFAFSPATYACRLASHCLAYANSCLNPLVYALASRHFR
MEKK2 mut-MEK5: MEK5 binding signal on mutant MEKK2 PB1, primary screen, biochemical, multiplex bead flow cytometry, Alexa488-MEK5 | actives 0.35% (n = 290,000) | AID 1530, 2009 | Alexa488-MEK5 binding to MEKK2 mutant | percent response, % at 10 µM; in the data active = percent response above about 24%, passing the limit was not always enough; note: inactives centre near 1; some results filed as inactive read as strong as hits; reference of the scale not given here
V1R ag counter: agonists of human V1a receptor, primary screen, counter-screen for OXTR agonist project, fluorescence, CHO-V1R cells | activation, % at 3 µM | AID 2797, 2010 | Vasopressin V1a receptor (Homo sapiens), P37288 | Fluo-8 calcium fluorescence, agonist mode; 0% DMSO, 100% 3 nM vasopressin | actives 0.25% (n = 320,000);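 active = activation above the mean activation of all tested compounds plus 3 SD, per screening run, cut at about 20% in these data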;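 note: signal is peak over basal fluorescence ratio across a 100 second FLIPR read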
PHOSPHO1 inh: PubChem AID 1565 | inhibition, % at 13.3 µM | actives 1.1% (n = 290,000) | recombinant PHOSPHO1, absorbance phosphatase assay; in the data active = inhibition above about 60%
GPR7 antag: GPR7 receptor antagonists, primary screen, cell-based, fluorescence, single concentration. GPR7-expressing cells, fluorescence antagonist assay. inhibition, % at 4.4 µM. actives 1.1% (n = 290,000). AID 1861, 2009; in the data active = inhibition above about 16%, passing the limit was not always enough;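 note: cells stimulated with the agonist NPW; 0% = agonist with vehicle and 100% = vehicle without agonist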
NALP1 yeast inh: NALP1 inflammasome inhibitors in reconstituted yeast, colorimetric, S. cerevisiae, triplicate retest | S. cerevisiae NALP1/ASC/caspase-1 growth, X-gal OD620, 72 h | inhibition, % at 10 µM | actives 0.61% (n = 280,000) | AID 2071, 2009; in the data active = inhibition mostly above about 24%, no sharp cut-off; inactive = mostly below about 32%; note: some compounds called inactive have numbers as strong as hits
MEKK3 PB1 HTS: modulators of MEKK3-MEK5 PB1 binding, primary screen, biochemical, wildtype MEKK3, multiplex bead flow cytometry, Alexa488-MEK5; bead-based flow cytometry, Alexa488-MEK5 binding to MEKK3; actives lie on both sides; 0 = blocked by unlabeled MEK5, 100 = vehicle; binding response (% of control), % at 10 µM; actives 1.4% (n = 290,000);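 active = binding response more than 3 SD above or below the average of its plate-row segment, actives on both sides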;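 note: Alexa488 bead fluorescence after subtracting the streptavidin-only scavenger bead signal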
Target sequence (Q99759 whole entry, looked up): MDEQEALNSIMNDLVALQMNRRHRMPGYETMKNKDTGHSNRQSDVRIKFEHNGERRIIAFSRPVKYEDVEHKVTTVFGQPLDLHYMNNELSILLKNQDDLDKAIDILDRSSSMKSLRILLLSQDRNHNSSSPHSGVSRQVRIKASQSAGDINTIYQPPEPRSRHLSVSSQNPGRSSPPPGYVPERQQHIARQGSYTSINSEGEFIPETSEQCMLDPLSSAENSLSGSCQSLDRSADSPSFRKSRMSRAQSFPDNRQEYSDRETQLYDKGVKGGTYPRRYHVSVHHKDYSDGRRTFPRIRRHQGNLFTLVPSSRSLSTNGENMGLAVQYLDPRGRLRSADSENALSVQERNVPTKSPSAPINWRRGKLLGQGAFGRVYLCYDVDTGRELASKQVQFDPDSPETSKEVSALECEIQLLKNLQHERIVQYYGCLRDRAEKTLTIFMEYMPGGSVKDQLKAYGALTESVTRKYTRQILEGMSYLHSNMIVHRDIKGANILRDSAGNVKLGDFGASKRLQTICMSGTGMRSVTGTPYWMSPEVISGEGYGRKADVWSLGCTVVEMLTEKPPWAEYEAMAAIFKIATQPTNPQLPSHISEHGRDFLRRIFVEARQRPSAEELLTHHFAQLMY
MEKK2wt PB1 HTS: modulators of MEK5 binding to wildtype MEKK2, primary screen, biochemical, multiplex bead flow cytometry, Alexa488-MEK5; Mitogen-activated protein kinase kinase kinase 2 (Homo sapiens), Q9Y2U5; Alexa488-MEK5 binding to MEKK2 WT; actives lie on both sides; binding response (% of control), % at 10 µM; actives 1.1% (n = 290,000); in the data active = binding response below about 67% or above about 130%
OXTR ag: human OXTR agonists, primary screen, fluorescence, CHO-OTR cells, Fluo-8 calcium. Oxytocin receptor (Homo sapiens), P30559. Fluo-8 calcium fluorescence; normalized: DMSO 0%, oxytocin 100%. activation, % at 3 µM. actives 0.32% (n = 320,000). AID 2435, 2010;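 active = activation above the mean of all tested compounds plus 3 SD, cutoff set per screening run, cut at about 20% in these data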;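 note: peak over basal fluorescence ratio from a 100 s FLIPR kinetic read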
Starred values were filed as active, the others as inactive; nt = no result given; & = joins results of further samples.

molecule,GalR3 antagonist,MEKK2 mut-MEK5,V1R ag counter,PHOSPHO1 inh,GPR7 antag,NALP1 yeast inh,MEKK3 PB1 HTS,MEKK2wt PB1 HTS,OXTR ag
O=C(NC(=S)N1CCCc2ccccc21)c1ccco1,-5,-8,1.3,25,-7,4,77,76,0.3
C/C=C/c1ccc(OCCOc2cccc3cccnc23)c(OC)c1,-1,0,2.0,-17,-7,26,123,105,1.0
CCc1ccccc1NC(=O)Cn1c(=O)n(-c2ccc(CC(=O)NCC3CCCO3)cc2)c(=O)c2ccccc21 (configuration not stated),-5,-12,0.0,40,-2,5,91,85,-0.2
CN1CC2([N+](=O)[O-])CC=C(Oc3ccccc3)C([N+](=O)[O-])(C1)C2 (configuration not stated),-7,3,-1.3,-12,-10,28,102,103,-0.7
COc1ccc(CN(C)CC(=O)Nc2ccc(Cl)cc2C(F)(F)F)c(OC)c1,-12,0,-1.5,10,-9,24,106,97,-1.5
Cc1cc(C)n(-c2nc3ccccc3nc2N2CCN(S(=O)(=O)c3cccc(C#N)c3)CC2)n1,-9,-5,0.5,28,-11,10,101,97,12
COC(=O)c1ccc(NC(=O)CCN2CCCCC2)cc1,-3&-2,-6&-6,0.2&0.6,-2&3,2&1,2&43,95&91,91&95,1.6&0.9
CCC1CCCCN1Cc1cc(OC)c(O)c([N+](=O)[O-])c1 (configuration not stated),-6,11,0.0,19,13,10,113,109,0.3
Cc1ccccc1CSc1nc2[nH]ncc2c(=O)[nH]1,-3,nt,0.7,16,-7,5,nt,nt,0.4
COC(=O)C1CCN(C(=O)C23CCC(C)(C(=O)O2)C3(C)C)CC1 (configuration not stated),-6,0,-0.7,4,-1,18,105,108,0.8
CC(C)[C@H](NC(=O)C1CCN(C(=O)[C@@H]2CCCN2)CC1)C(=O)NCc1ccc(F)cc1,-3,0,0.4,19,-8,12,99,99,1.1
Cc1c(C(=O)NNc2cc(=O)n(C)c(=O)n2C)cccc1[N+](=O)[O-],nt,3,-0.1,36,-22,5,102,101,-1.4
Cc1ccc(S(=O)(=O)N2CCC(C(=O)N(C)C3CCS(=O)(=O)C3)CC2)cc1 (configuration not stated),-4,8,1.1,3,19,2,114,117,0.2
COc1ccc(OC)c(-c2oc3ccccc3c(=O)c2O)c1,-2,4,-0.8,-1,1,-6,76,107,-1.9
COc1ccc([N+](=O)[O-])cc1NC(=O)c1cc(C)c(C)o1,-3,-1,-0.5,48,-20,13,104,97,-0.3
Cc1cc(C)c[n+](CC(=O)c2ccc(C)c([N+](=O)[O-])c2)c1,-4,3,-0.2,nt,1,1,97,108,-0.6
O=C(CN1CCN(S(=O)(=O)/C=C/c2ccccc2)CC1)Nc1ccccc1N1CCOCC1,-4,-29,0.6,48,-10,nt,84,76,-1.4
O=C1OC(Oc2ccccc2)(c2ccccc2)c2ccccc21 (configuration not stated),-8,-10,0.3,18,-12,-1,85,85,-0.5
O=C(c1ccc2c(=O)n(-c3ccccc3)c(=O)[nH]c2c1)N1CCCCC1,-3,-1,1.0,-14,-13,-2,99,99,-0.1
CN=C(Nc1ccc(Br)cc1)SC1CC(=O)N(c2ccc(OC)cc2)C1=O (configuration not stated),-4,-1,0.7,40,2,0,105,101,2.5
Cc1ccc(S(=O)(=O)N2CCN(C(=O)Cc3ccccc3)CC2)cc1,-4,1,0.1,15,3,6,100,102,-1.0
Nc1ccc(C(=O)N/N=C/c2cn(Cc3cccc(F)c3)c3ccccc23)cc1,3,1,nt,1,-11,8,108,103,nt
O/N=C(\COc1ccccc1O)c1ccccc1,-7,2,1.3,3,0,17,99,98,1.4
CCC(C)[C@H](NC(=O)NC1CCCc2ccccc21)C(=O)OC (some centres not stated),6,-2,-1.7,-26,-9,nt,97,97,-2.2

The last two entries of the section before lead into the next.
molecule,GalR3 antagonist,MEKK2 mut-MEK5,V1R ag counter,PHOSPHO1 inh,GPR7 antag,NALP1 yeast inh,MEKK3 PB1 HTS,MEKK2wt PB1 HTS,OXTR ag
O/N=C(\COc1ccccc1O)c1ccccc1,-7,2,1.3,3,0,17,99,98,1.4
CCC(C)[C@H](NC(=O)NC1CCCc2ccccc21)C(=O)OC (some centres not stated),6,-2,-1.7,-26,-9,nt,97,97,-2.2
COc1cccc(NC(=O)CN2C(=O)COc3ccc(S(=O)(=O)N4CCOCC4)cc32)c1,-9,4,-0.8,24,-6,-10,102,100,-0.9
COCCCn1nnnc1SCC(=O)N1CCCC1,0,4,0.4,-5,-5,1,102,106,0.8
Cn1cc(S(=O)(=O)c2ccccc2)n(C)c1=O,-6,3,0.0,45,-16,-2,98,104,0.4
O=C(N/N=C/c1cccs1)c1cccc(S(=O)(=O)Nc2ccc(Cl)cc2)c1,-2,10,0.8,34,-16,-3,105,105,0.0
CSc1sc(-c2nnc(SCC(=O)Nc3ccc(Cl)cc3)n2C)c2c1C=CCC2,7,-1,-1.1,-2,-16,-1,103,101,-2.5
O=C(OCc1cc(Cl)ccc1OC(F)F)c1cccnc1,-1,152*,-0.8,1,-8,13,146*,281*,-1.0
Cc1cc2c(ncn2C)c(NS(=O)(=O)c2cc(Cl)ccc2Cl)c1C,-4,-2,1.1,49,-9,29,98,97,-1.6
O=C(Nc1ccc(C(=O)N2CCCCC2)cc1)c1ccccc1Cl,2,4,0.1,38,-5,5,102,106,1.4
CC(=O)Nc1ccccc1C(=O)C(=O)Nc1ccc(C)c(F)c1,-5,-3,1.0,-2,-6,8,87,90,-0.6
CC(C)(C)C(=O)NC(=S)Nc1ccccn1,-3,1,-0.1,19,-4,-7,108,107,-1.4
COc1ccc(C2(C)NC(=O)N(CC(=O)Nc3ccc(Br)c(C)c3)C2=O)cc1OC (configuration not stated),-5,2,7.7,30,-4,3,101,99,5.9
O=C(CCl)N(C/C=C/c1ccccc1)c1ccc2c(c1)OCCO2,-1,-5,0.1,34,9,3,99,96,-1.4
CCSc1nc2c(c(=O)n(C)c(=O)n2C)n1Cc1ccc(Cl)cc1,0,-5,0.0,nt,-17,nt,106,110,-2.5
CCN(CC)CCOc1cc2c(nn1)Oc1ccccc1N2C,-2,-1,-0.6,9,4,10,103,98,-0.1
CCO[C@H]1OC(C(=O)O)=C[C@@H](C)[C@@H]1CCCO,-2,0,-0.5,16,-13,-9,94,102,0.2
CC(C)n1nc(C(=O)Nc2nc3ccc(S(C)(=O)=O)cc3s2)c2ccccc2c1=O,-1,-3,0.0,29,nt,2,62,97,-0.2
O=C(NCCCN1CCOCC1)c1cc2nc(-c3ccco3)cc(C(F)(F)F)n2n1,-9,-1,0.6,36,-19,9,98,95,0.1
CCN(CC)S(=O)(=O)c1cccc(-c2nnc(SCC(N)=O)n2CCc2ccccc2)c1,0,21,-0.1,-17,17,-93,106,116,-0.5
CC(=O)Nc1cccc(NC(=O)c2cc(Cl)ccc2Cl)c1,-1,-7,1.9,18,-17,-7,94,99,-0.7
OCc1ccccc1O[C@@H]1O[C@H](CO)[C@@H](O)[C@H](O)[C@H]1O,-4,3,0.6,-18,3,10,101,106,-0.2
O=C(CCC(=O)OCC(=O)c1ccc([N+](=O)[O-])cc1)Nc1ccccc1Cl,nt,10,-0.1,20,-9,9,105,112,0.2
O=C(Nc1cccc(-c2nc3ccccc3c(=O)o2)c1)c1ccccc1,0,-12,0.7,-12,-10,-7,93,91,-0.6
COc1cccc(C2=Nn3c(nnc3-c3ccccc3O)SC2)c1,-3,4,0.2,36,14,25,117,101,-1.6
CCOC(=O)c1[nH]c(C)c(C(=O)NCCCN2CCOCC2)c1C,-5,1,0.0,2,-10,0,93,99,0.5
COC(=O)c1ccc(NC(=O)CN2C(=O)C3C4C=CC(C4)C3C2=O)cc1 (configuration not stated),-7,4,0.0,16,-2,-1,104,106,0.2
COC(=O)c1sccc1NC(=O)C1CCCCC1C(=O)O (configuration not stated),-6,-1,0.1,23,-11,3,100,96,0.2
c1ccc(Nc2nnc(-c3cccc4ccccc34)o2)cc1,-1,-2,9.7,37,-5,-1,94,94,-1.9
Cc1cccc(C)c1N1CCN(C(=O)c2ccc3c(c2)OCO3)CC1,0,-3,4.5,47,6,8,101,99,1.5
COc1ccc(/C(C)=N/Nc2ccc(F)cc2F)c(O)c1,-2,-2,-0.7,-81,-6,7,98,96,-0.8
Cc1nc2ccccc2nc1OCc1cccc(Cl)c1,-1,-1,-0.5,11,-4,27,128*,102,-2.3
CCC(CC)C(=O)Nc1cccc(C(=O)NCCc2ccc(S(N)(=O)=O)cc2)c1,-5,3,0.7,-4,-13,7,98,101,1.1
CC(c1ccco1)N(C(=O)c1cccc(Br)c1)c1ccccn1 (configuration not stated),-6,6,-1.1,41,-11,8,101,100,-0.7
O=C(/C=C/c1ccccc1)Nn1cnc2ccccc2c1=O,1,1,0.9,2,-1,42,126,108,-0.4
COc1cccc(NC(=O)Nc2ccc3nc(C)c(C)nc3c2)c1,-1,0,4.2,24,0,20,102,103,2.6
CCC(C)(C(=O)NC1CCCCC1)N(Cc1cccs1)C(=O)CC1NC(=O)NC1=O (configuration not stated),-6,-3,-0.7,-11,-9,22,88,88,1.9
CN(Cc1ccccc1F)C(=O)c1ccccc1Sc1ccccc1C#N,0,4,-0.2,15,1,15,103,106,-1.2
COc1ccc(CCNC(=O)COC(=O)/C=C/c2ccc(OCC#N)c(OC)c2)cc1OC,-1,-2,3.4,14,-7,19,105,103,3.2
COc1cc(/C=C2\SC(=S)N(CC(=O)Nc3ccccn3)C2=O)cc(OC)c1OC,0,2,2.9,7,-5,11,99,85,2.8
Cc1csc(NC(=O)CSc2nccn2Cc2ccco2)n1,-1,3,-1.0,43,-28,-6,102,102,-0.4
Cc1sc(NC(=O)CN(C(=O)c2ccccc2F)C2CCCC2)c(C(N)=O)c1C,-9,2,0.2,-2,1,6,103,105,1.6
COc1cccc(N2C(=O)C(Cc3c[nH]c4ccccc34)NC2=S)c1 (configuration not stated),-2,3,0.8,1,-5,3,102,109,0.3
COC(=O)C(NC(=O)c1cccnc1Cl)C(C)C (configuration not stated),-7,10,0.2,28,-11,nt,102,103,1.1
COc1cc(/C=C2\SC(=S)N(NC(=O)c3ccncc3)C2=O)ccc1O,4,16,14,-48,-7,-19,93,-3.0*,9.8
Cc1ccccc1C(=O)Nc1ccnn1C1CCN(C(=O)c2ccoc2)CC1,-1,3,0.2,14,-21,12,102,103,-1.1
NS(=O)(=O)c1ccc(O)c(N2C(=O)c3cccc4c(C(=O)c5ccccc5)ccc(c34)C2=O)c1,nt,-4,nt,-15,-9,24,98,96,nt
C(=N\Nc1ccc2ccccc2n1)/c1ccc2c(c1)OCCO2,-5,-15,0.4,20,-2,10,53,58,0.0
CCCN(C(=O)c1ccccc1N)c1c(C)n(C)n(-c2ccccc2)c1=O,8,0,-0.3,14,5,1,98,91,0.0

Bioassay records (PubChem BioAssay)
